HEK293 tox – cytotoxicity counter-screen for GLP-1 receptor inverse agonists; Potency, µM (doses to about 38.3 µM), inactives show at the highest dose activity change, negative = inhibition, most hits filed as inhibitors; AID 624418; 410,000 compounds, 0.13% hits; HEK293 cAMP-luciferase reporter cells, luminescence, 24 h; active means well fitted inhibition curve with a large enough effect; inconclusive means small, poorly fitted or top-dose-only effect, or another doubt; inactive means no such curve, though single readings can be large or run the other way;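 further: loss of luciferase light is scored as toxicity; potency means the concentration at half of the fitted maximal effect; on the % scale 0 is the no-effect control and ±100 the full control effect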
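Compound-treated cells are incubated 24 hr at 37 deg C under 5% CO2 after a 12 hour attachment period, then luciferase detection reagent is added and luminescence is measured following 12 min at room temperature; lowered signal indicates toxicity.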
DRD3 agonist – D3 dopamine receptor (human) agonism; AID 652048; D3R DiscoveRx beta-arrestin cells, luminescence, 90 min; 410,000 compounds, 0.58% hits; max activation, %; in the data active means max activation above about 30%; further: 0% is about no effect; mostly tested at two doses, the higher about 12 µM
Target sequence (P35462 whole entry, looked up): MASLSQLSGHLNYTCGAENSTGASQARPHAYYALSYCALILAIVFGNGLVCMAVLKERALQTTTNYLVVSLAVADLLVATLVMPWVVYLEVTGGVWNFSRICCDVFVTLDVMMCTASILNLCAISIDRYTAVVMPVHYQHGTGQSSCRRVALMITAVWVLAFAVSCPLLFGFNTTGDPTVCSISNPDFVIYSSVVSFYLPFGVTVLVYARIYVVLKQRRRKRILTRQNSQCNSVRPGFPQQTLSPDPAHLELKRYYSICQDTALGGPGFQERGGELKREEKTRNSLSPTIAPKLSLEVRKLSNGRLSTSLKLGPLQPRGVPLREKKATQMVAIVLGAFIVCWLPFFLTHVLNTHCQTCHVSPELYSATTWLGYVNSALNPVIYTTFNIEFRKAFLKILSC
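Agonist-mode cell screen: cells plated at 1500/well and incubated overnight at 37 °C, then exposed to library compounds for 90 min at 37 °C. Detection reagent was added for 30–60 min at room temperature, and luminescence was read.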
* marks the source's active call; other numbers are inactive results; u = inconclusive.

SMILES | HEK293 tox | DRD3 agonist
CCCN1C(=O)C(Cc2nc3ccccc3c(=O)n2CC)c2cc(Br)ccc21 (configuration not stated) | -11% | -10
Cc1ccc(-c2noc(CN(C3CCCCC3)S(=O)(=O)c3ccc(F)cc3)n2)cc1 | -9% | 8
Cc1ccc(NCc2cccn2-c2nnc(N3CCC(C(=O)NCc4ccc(F)cc4)CC3)s2)cc1 | 0% | -7
COc1cccc(CNC(=O)CCCn2c(=O)c3cccn3c3cccnc32)c1OC | 3% | -16
COc1ccccc1CNS(=O)(=O)c1cc(C(=O)Nc2cccc(C(F)(F)F)c2)ccc1F | u | -8
O=C(NCc1cccs1)c1nn(-c2ccccc2F)nc1CO | 2% | -13
Cc1ccc(-c2onc(C)c2C)cc1S(=O)(=O)N1CCN(c2ccccc2F)CC1 | -2% | 11
CCC1CCCCN1CCCNC(=O)c1ccc2c(c1)N(Cc1cccc(Cl)c1)C(=O)c1ccccc1S2(=O)=O (configuration not stated) | u | -23
COc1ccc2oc(=O)c(-c3nnc(-c4ccc(C)cc4)o3)cc2c1 | 2% | 9
Cc1cc(C)cc(NC(=O)c2sc3nc(-c4ccccc4)cn3c2C)c1 | u | -12

Single records, from the list above.
Record of O=C(NCc1cccs1)c1nn(-c2ccccc2F)nc1CO = HEK293 tox: 2%; DRD3 agonist: -13
Record of Cc1cc(C)cc(NC(=O)c2sc3nc(-c4ccccc4)cn3c2C)c1 = HEK293 tox: u; DRD3 agonist: -12

Next part:
SMILES | HEK293 tox | DRD3 agonist
CCOc1ccc(N(Cc2ccccc2)C(=O)c2nc(SCC)ncc2Cl)cc1 | 1% | -15
COc1ccc(C2=NN(CC(=O)NCCCN(C)c3ccccc3)C(=O)CC2)cc1 | -5% | -24
Cc1ccc(Cl)cc1NC(=O)Cn1nc2c(cc1=O)CC(C)CC2 (configuration not stated) | -3% | -3
CCOc1ccc(NC(=O)N2CCN(c3ccc(Cl)c(Cl)c3)CC2)cc1 | -13% | -2
COc1cc(NC(=O)c2cc3cc4cc(OC)ccc4nc3o2)cc(OC)c1 | 1% | 7
Cc1ccsc1CN(C(=O)COc1ccc(Br)cc1)C1CCS(=O)(=O)C1 (configuration not stated) | 1% | 1
Cc1ccc(Cn2cc(S(=O)(=O)c3cccc(C)c3)c(=O)c3cc(F)c(N4CCOCC4)cc32)cc1 | -2% | -4
COc1ccccc1N1CCN(S(=O)(=O)CCNC(=O)COc2ccccc2F)CC1 | 3% | -4
O=C(CSCc1cnn(-c2ccccc2)c1-n1cccc1)NCc1ccc(F)cc1 | -13% | 8
CCOC(=O)Cn1c(CN2CCN(c3ccc(OC)cc3)CC2)nc2c1c(=O)[nH]c(=O)n2C | 6% | -3
COc1ccc(/C=C/C(=O)Nc2ccc3nc(N4CCC(C)CC4)cc(C)c3c2)cc1OC | -9% | -16
COc1ccc(-n2cc(C(=O)NCc3ccc(Cl)cc3)c3ccccc3c2=O)cc1 | 4% | -14
O=C(NC1CC(=O)N(c2ccc(F)cc2)C1)C(c1ccccc1)c1ccccc1 (configuration not stated) | 1% | 5
Cc1ccc(C)c(N2CCN(CCCNC(=O)Nc3ccc(Cl)cc3)CC2)c1 | u | -20
COc1ccc(OC)c(NC(=O)CSc2cn(CC(=O)N3CCCCCC3)c3ccccc23)c1 | -26% | -3
Cn1c(=O)c2c(nc(SCC(=O)Nc3ccc(OC(F)(F)F)cc3)n2Cc2cccc(C(F)(F)F)c2)n(C)c1=O | 0% | 7
O=c1n(Cc2ccc(F)cc2Cl)c2ccccc2c2nc(-c3ccccc3)nn12 | 0% | -9
CN(C(=O)c1nn(C)c2c1COc1ccccc1-2)c1cccc(C(F)(F)F)c1 | -4% | 3
O=C(CCCCCn1c(=O)c2sccc2n(CC(=O)Nc2ccccc2F)c1=O)NCc1ccc2c(c1)OCO2 | 2% | -8
CCOc1ccc(-n2ccnc2SCC(=O)Nc2cccc3ccccc23)cc1 | -2% | 5
COc1cc(OC)c(NC(=O)Nc2cccc(OCc3cc(=O)n4ccccc4n3)c2)cc1Cl | 4% | 6
COc1ccc(NC(=O)c2oc3ccc(S(=O)(=O)N(C)C4CCCCC4)cc3c2C)cc1Cl | 0% | 7
CC(=O)N1CCc2nc3sc(C(=O)c4ccc(F)cc4)c(N)c3c(C(F)(F)F)c2C1 | 3% | 1
COC(=O)c1c(C)sc(-c2c(-c3ccc4c(c3)OCCO4)[nH]c3c2c(=O)[nH]c(=O)n3C)c1O | -4% | -1
COc1ccc(Cl)cc1NC(=O)Cn1ccn(Cc2ccc(C)cc2)c(=O)c1=O | 3% | -8
Cc1ccccc1NC(=O)CCC(=O)N1CC(C)Sc2ccccc21 (configuration not stated) | -14% | -1
COc1ccc(C(=O)Nc2noc3ccccc23)cc1 | 3% | 6
Cc1ccc(CNC(=O)c2ccc(CN3CC(=O)N4CCCCC4C3=O)cc2)cc1 (configuration not stated) | -3% | 8
Cc1ccc(CN(Cc2ccco2)C(=O)c2ccccc2Cl)o1 | -11% | 1
COc1ccc2cc(CNc3ccccc3)c(=O)n(CC(=O)Nc3ccc(C)cc3C)c2c1 | -24% | 5
COc1cccc(CNC(=O)C2CCN(S(=O)(=O)c3c(C)noc3/C=C/c3cccs3)CC2)c1 | -10% | -11
COc1ccc(NC(=O)N2CCC(CN3CCCC3)CC2)c(OC)c1 | 1% | -5
O=C(Cc1ccc(F)cc1)NCc1nc2cccnc2n1Cc1ccc(F)cc1 | -16% | -9
Cc1ccc(NC(=O)Nc2ccccc2OCc2cc(=O)n3ccccc3n2)c(Cl)c1 | -14% | 3
Cc1cccc(C(=O)Nc2cccc(C(=O)OCc3cc(=O)n4nc(C(C)C)sc4n3)c2)c1 | 3% | 2
Cc1ccc(NC(=O)CSc2nc(=O)n(CCN3CCOCC3)c3c2CCC3)cc1Cl | 2% | 5
CCc1nn2c(=O)cc(COC(=O)c3cccc(NC(=O)COc4ccccc4)c3)nc2s1 | 2% | -2
COc1cc(C)ccc1OCCn1c(-c2ccc(Cl)cc2)nc2ccccc2c1=O | -2% | -10
COc1cccc2c1cc1c(=O)n(CC(=O)N3CCN(c4ccc(F)cc4)CC3)nc(C)n12 | 1% | 15
Cc1cccc2sc(N(Cc3cccnc3)C(=O)Cc3ccccc3)nc12 | 7% | -17

In another format: entries from further up
Cc1ccc(NC(=O)Nc2ccccc2OCc2cc(=O)n3ccccc3n2)c(Cl)c1
  HEK293 tox = -14%
  DRD3 agonist = 3
Cc1cccc(C(=O)Nc2cccc(C(=O)OCc3cc(=O)n4nc(C(C)C)sc4n3)c2)c1
  HEK293 tox = 3%
  DRD3 agonist = 2
Cc1ccc(NC(=O)CSc2nc(=O)n(CCN3CCOCC3)c3c2CCC3)cc1Cl
  HEK293 tox = 2%
  DRD3 agonist = 5
CCc1nn2c(=O)cc(COC(=O)c3cccc(NC(=O)COc4ccccc4)c3)nc2s1
  HEK293 tox = 2%
  DRD3 agonist = -2

Remaining list, next part:
SMILES | HEK293 tox | DRD3 agonist
COc1ccc(Nc2nc(N)c3cc(OC)c(OC)cc3n2)cc1 | 12% | -10
Cc1ccc(OCC(=O)Nc2ccc(OCc3cc(=O)n4c(C)csc4n3)cc2)cc1C | -8% | 4
Cc1c(Cl)cccc1-n1nnc(-c2nc(-c3ccc4c(c3)OCO4)no2)c1C | -10% | 0
CC(=O)c1ccc(NS(=O)(=O)c2cnc(N)nc2)cc1 | 7% | 12
Cc1c(C(=O)O)oc2c1-c1nn(Cc3ccccc3Cl)cc1CC2 | -6% | -12
CCc1ccc(S(=O)(=O)NCc2nc3cccnc3n2Cc2ccccc2Cl)cc1 | -11% | 3
CC(=O)Nc1cccc(NC(=O)c2c(-c3ccccc3)c(-c3ccccc3)nn(C)c2=O)c1 | 2% | 0
Cc1cccc(N2CCN(C(=O)CSCc3ccc(F)cc3)CC2)c1C | 5% | 5
CCCCC(=O)Nc1cccc(OCc2cc(=O)n3ccccc3n2)c1 | -2% | -7
CCc1ccccc1NC(=O)N1CCc2cc(OC)c(OC)cc2C1CC(=O)OC (configuration not stated) | 1% | -15
COc1cc(NS(=O)(=O)c2cnc(N)nc2)cc(OC)c1 | -4% | 10
COC(=O)c1cc(NC(=O)c2nn(C)c3c2COc2ccccc2-3)cc(C(=O)OC)c1 | -4% | 9
COc1ccc(-c2nsc(NC(=O)c3oc4ccccc4c3C)n2)cc1 | -9% | 3
CN1CCN(C2(CNC(=O)c3ccc(C(C)(C)C)cc3)CCCCC2)CC1 | 1% | -12
CN(C(=O)c1ccc2c(c1)N(Cc1cccc(Cl)c1)C(=O)c1ccccc1S2(=O)=O)C1CCCCC1 | 1% | -10
Cc1ccccc1NC(=O)c1ccc(F)c(S(=O)(=O)N(C)C2CCCCC2)c1 | -1% | -3
CCc1ccc(CN(Cc2ccco2)C(=O)COc2ccccc2Cl)cc1 | 30% | 8
Cc1nc(NC(=O)c2c(-c3ccccc3)c(-c3ccccc3)nn(C)c2=O)sc1C | -17% | 16
CC(C)c1ccc(NC(=O)Cn2nnc(C(=O)NCCc3ccccc3)c2N)cc1 | 6% | -15
CCc1ccccc1NC(=O)CC(c1ccc(F)cc1)N1Cc2ccccc2C1=O (configuration not stated) | -10% | -22
Cc1ccc(Cl)cc1N1CCN(CCCNC(=O)c2nnc(Cc3cccc(Cl)c3)o2)CC1 | -21% | -15
CCOC(=O)c1cccc(NC(=O)c2oc3c(c2C)-c2nn(CC)cc2CC3)c1 | 3% | 0
O=C(Nc1ccc(F)c(Cl)c1)N1CCC(CN2CCOCC2)CC1 | -10% | -9
COc1ccc(CNC(=O)c2ccc(CS(=O)Cc3ccccc3Cl)o2)cc1 (configuration not stated) | -3% | -18
O=C(Nc1ccccc1F)C(Cc1ccccc1)N1Cc2ccccc2C1=O (configuration not stated) | -2% | -14
CC1CCN(S(=O)(=O)c2ccc3c(c2)CCC(=O)N3CC(=O)Nc2cccc(C#N)c2)CC1 | -6% | 1
COc1ccc(S(=O)(=O)NCCc2csc3nc(-c4cccc(C)c4)nn23)cc1F | 2% | 0
COc1ccc(-c2nc(SCC(=O)N3CCC(C)CC3)n[nH]2)cc1 | 11% | 0
COc1ccc(-n2c(SCC(=O)NCc3ccc(C)cc3)nc3n[nH]c(C)c3c2=N)cc1 | 1% | 10
COc1ccc(CCNc2ncnc3c2c(-c2ccccc2)cn3-c2ccc(F)cc2)cc1OC | -5% | 17
Cn1nnc2c(NCc3ccccc3Cl)ncnc21 | 5% | -10
CC(C)c1nn2c(=O)cc(COC(=O)c3ccc(NC(=O)c4ccccc4Cl)cc3)nc2s1 | -6% | -4
CCc1cccc(-n2nnc(-c3nc(-c4cccs4)no3)c2N)c1 | -8% | 0
Cc1ccc(CSCC(=O)N2CCN(c3ccccc3F)CC2)cc1 | -1% | 0
COc1ccccc1-c1cc2nc(C)c(CCC(=O)NCCc3ccc(SC)cc3)c(C)n2n1 | -10% | 6
COc1cccc(CNC(=O)Cc2csc3ccccc23)c1OC | -2% | -14
COCCNC(=O)c1cc(Sc2ccc(F)cc2F)nc2ccccc12 | 1% | -7
Cc1nn(-c2ccc(N3CCCCC3)nn2)c(C)c1CCC(=O)Nc1ccc(F)cc1F | -18% | 3
CCCn1c(=O)c2sccc2n2c(CCCC(=O)N3CCN(c4cccc(C)c4C)CC3)nnc12 | 1% | 10
COc1ccc(CCNC(=O)CCc2c(C)c3cc4c(C)c(C)oc4cc3oc2=O)cc1OC | -2% | 6
CCCCC(=O)Nc1ccc2nc(SCC(=O)N3CCOCC3)sc2c1 | -12% | -1
CCOc1ccccc1NC(=O)CSc1nccn1Cc1ccc(F)cc1 | -6% | 0
CCOc1ccc2oc(=O)cc(CN3CCN(C(=O)c4cccc(Cl)c4)CC3)c2c1 | -8% | -21
COc1ccc(CCNC(=O)CCCn2c(=O)c3cccn3c3ccc(F)cc32)cc1OC | 6% | 9
O=c1oc2ccccc2cc1-c1nnc(Nc2ccc(Cl)cc2Cl)s1 | -5% | 9
Cc1cn2c(=O)cc(COC(=O)c3ccc(NC(=O)c4ccc(F)cc4)cc3)nc2s1 | 3% | 5
CCN(C(=O)Cn1c(=O)oc2cc(S(=O)(=O)N3CCCCCC3)ccc21)c1cccc(C)c1 | 1% | -3
CCCCc1nn2c(=O)cc(COC(=O)c3ccc(NC(=O)C(CC)CC)cc3)nc2s1 | -1% | -7
O=C(Nc1ccccc1F)C(Cc1ccccc1)n1cccc1 (configuration not stated) | 2% | 5

Quoted at random: four compounds from above, in no set order.
SMILES | HEK293 tox | DRD3 agonist
Cc1cn2c(=O)cc(COC(=O)c3ccc(NC(=O)c4ccc(F)cc4)cc3)nc2s1 | 3% | 5
CCN(C(=O)Cn1c(=O)oc2cc(S(=O)(=O)N3CCCCCC3)ccc21)c1cccc(C)c1 | 1% | -3
COc1ccc(CCNC(=O)CCCn2c(=O)c3cccn3c3ccc(F)cc32)cc1OC | 6% | 9
O=C(Nc1ccccc1F)C(Cc1ccccc1)n1cccc1 (configuration not stated) | 2% | 5

High-throughput results from PubChem BioAssay.

A portion of the library. The share of hits here may be higher or lower than overall.
